Pol iota inh = inhibitors of human DNA polymerase iota | Q9UNA4 | Pol iota fluorescent replication assay, 10 min | Potency, µM (highest dose often 115 µM), for the others: at the highest dose activity, negative = inhibition, usual class: inhibitors | 390,000 tested, 1% active
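Fluorescent replication assay read twice, at 0 min and 10 min after adding 50 nM (final) substrate. Enzyme (10 nM) and compounds were first incubated 15 min at room temperature; enzyme-free buffer wells were negative controls.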
Pol eta inh = blocks human DNA polymerase eta activity. Q9Y253. recombinant Pol eta, fluorescent DNA replication assay. Potency, µM (highest dose often 114 µM), for the others: at the highest dose activity change, negative = inhibition, usual class: inhibitors. 390,000 tested, 1.2% active; also: % is scaled to controls: 0 for no effect and ±100 for the full control effect
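Pol eta (10 nM) was preincubated with compounds for 15 min at room temperature, after which fluorescent replication substrate (50 nM final) was added to start the reaction. Fluorescence was read kinetically at 0 and 10 min.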
POLK inh = DNA polymerase kappa (human) inhibition; Q9UBT6; purified Pol kappa, fluorescent DNA synthesis assay, 10 min; Potency, µM (series often up to 107 µM), for the others: at the highest dose activity, negative = inhibition, actives largely listed as inhibitors; 400,000 tested, 0.53% active; AID 588579; also: % is scaled to controls: 0 for no effect and ±100 for the full control effect
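Enzyme at 10 nM met test compounds for 15 min at room temperature. Substrate addition (50 nM final) began the reaction, which was monitored by fluorescence at 0 and 10 min.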
* hit, by the source's call; & = joins results of further samples; [ ] = dose if it differs, or a comment. Calls follow the shape of the dose curve; as a rule, active = well fitted inhibition curve with a large enough effect; inconclusive = small, poorly fitted or top-dose-only effect, or another doubt; inactive = no such curve, though single readings can be large or run the other way. Potency is read from the fitted curve at half-maximal effect. Not all compounds are listed; rates above refer to the full screens.

How did COc1cc(C2c3cc4c(cc3C(O)C3COC(=O)C23)OCO4)cc(OC)c1OC (stereo unspecified) do in these assays?
Pol iota inh: 19.6%&7.7%; Pol eta inh: -22.5%; POLK inh: -2.8%&-15.6%

Results for O=C(O)C(NC(=O)c1ccccc1)=C(Cl)Cl ?
Pol iota inh: inconclusive; Pol eta inh: 0.4%; POLK inh: -4.6%

How did O=P(O)(O)CN1CCNCCN(CP(=O)(O)O)CCNCC1 do in these assays?
Pol iota inh: 19.8%; Pol eta inh: -13.0%; POLK inh: -21.9%

Results for CCOC(=O)C(O)(c1ccc(N(C)C(=O)COc2ccccc2)cc1)C(F)(F)F (stereo unspecified) ?
Pol iota inh: 3.2%; Pol eta inh: -3.1%; POLK inh: -14.3%

What do the screens show for `CC(NS(C)(=O)=O)c1nnc2n1-c1ccc(Br)cc1C(c1ccccc1Cl)=NC2` (stereo unspecified)?
Pol iota inh: 11.0%; Pol eta inh: -5.4%; POLK inh: -5.2%

What do the screens show for `C=C1[C@@H](OC(C)=O)[C@]23C[C@@H]1[C@@H](OC(C)=O)CC2[C@]12C4C[C@H]3[C@H]1N(CC)C[C@]4(C)CC[C@@H]2O` (stereo partly specified)?
Pol iota inh: 6.1%; Pol eta inh: -12.4%; POLK inh: 0.8%

What do the screens show for `c1ccc(CCN2CCCCC2)nc1`?
Pol iota inh: 7.6%; Pol eta inh: -4.1%; POLK inh: -12.9%

How did CC1=C(C)CC2(C(=O)NC(=O)NC2=O)C(C)C1 (stereo unspecified) do in these assays?
Pol iota inh: -17.9%; Pol eta inh: -19.0%; POLK inh: -9.9%

What do the screens show for `CN(C)CC(C(=O)Cc1ccccc1)c1ccccc1` (stereo unspecified)?
Pol iota inh: inconclusive; Pol eta inh: -13.5%; POLK inh: -6.3%

Results for CCN1CCOC(c2ccccc2)C1 (stereo unspecified) ?
Pol iota inh: -6.3%; Pol eta inh: -14.8%; POLK inh: -10.2%

What do the screens show for `CC12CCC(O)CC1CCC1C2CCC2(C)C(C3=CC(=O)OC3)CCC12O` (stereo unspecified)?
Pol iota inh: -9.8%; Pol eta inh: -17.4%; POLK inh: -9.0%

Results for CNC(C)C#Cc1ccc2c(=O)c3ccccc3oc2c1 (stereo unspecified) ?
Pol iota inh: inconclusive; Pol eta inh: 5.6%; POLK inh: -4.3%

Results for CN1C(=O)C(=Cc2ccc(Sc3ccccc3)o2)C(=O)N(C)C1=S ?
Pol iota inh: inconclusive; Pol eta inh: 44.7µM*; POLK inh: inconclusive

How did COc1ccc(C=C2C(=O)NC(=S)NC2=O)cc1 do in these assays?
Pol iota inh: -2.7%; Pol eta inh: -4.2%; POLK inh: -9.8%

What do the screens show for `O=C1NC(=O)C2(CCCC2)C(=O)N1`?
Pol iota inh: 46.1%[activator]; Pol eta inh: -9.4%; POLK inh: -4.9%

For reference, part of the list above.
How did COc1ccc(C=C2C(=O)NC(=S)NC2=O)cc1 do in these assays?
Pol iota inh: -2.7%; Pol eta inh: -4.2%; POLK inh: -9.8%

What do the screens show for `O=C1NC(=O)C2(CCCC2)C(=O)N1`?
Pol iota inh: 46.1%[activator]; Pol eta inh: -9.4%; POLK inh: -4.9%

Compounds from the list above containing sulfur, in the order listed:
What do the screens show for `CC(NS(C)(=O)=O)c1nnc2n1-c1ccc(Br)cc1C(c1ccccc1Cl)=NC2` (stereo unspecified)?
Pol iota inh: 11.0%; Pol eta inh: -5.4%; POLK inh: -5.2%

Results for CN1C(=O)C(=Cc2ccc(Sc3ccccc3)o2)C(=O)N(C)C1=S ?
Pol iota inh: inconclusive; Pol eta inh: 44.7µM*; POLK inh: inconclusive

How did COc1ccc(C=C2C(=O)NC(=S)NC2=O)cc1 do in these assays?
Pol iota inh: -2.7%; Pol eta inh: -4.2%; POLK inh: -9.8%

Gathered by group: the entries above containing a Cl atom
Results for O=C(O)C(NC(=O)c1ccccc1)=C(Cl)Cl ?
Pol iota inh: inconclusive; Pol eta inh: 0.4%; POLK inh: -4.6%

What do the screens show for `CC(NS(C)(=O)=O)c1nnc2n1-c1ccc(Br)cc1C(c1ccccc1Cl)=NC2` (stereo unspecified)?
Pol iota inh: 11.0%; Pol eta inh: -5.4%; POLK inh: -5.2%

Source: PubChem (National Center for Advancing Translational Sciences (NCATS))
